Rpn11 block: inhibitors of human proteasome Rpn11. human 26S proteasome, Ub4-pepOG fluorescence polarization; 20S core pre-blocked with epoxomicin. calls only at 20 µM. 360,000 tested, 0.59% active. AID 588493;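 active = inhibition at 20 µM, scaled to each plate's controls, above about 33%, limit read from the data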
Target sequence (O00487 whole entry, looked up): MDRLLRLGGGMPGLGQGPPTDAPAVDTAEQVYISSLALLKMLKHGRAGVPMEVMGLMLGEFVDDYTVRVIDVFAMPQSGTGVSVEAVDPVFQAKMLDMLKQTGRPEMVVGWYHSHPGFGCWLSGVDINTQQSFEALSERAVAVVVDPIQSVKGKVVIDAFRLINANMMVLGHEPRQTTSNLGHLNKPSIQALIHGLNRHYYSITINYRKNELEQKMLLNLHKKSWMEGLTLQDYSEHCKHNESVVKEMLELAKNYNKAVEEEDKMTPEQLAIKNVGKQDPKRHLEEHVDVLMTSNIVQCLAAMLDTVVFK
CSN deneddyl inh: inhibitors of human CSN-mediated cullin deneddylation. Q92905. inhibition, % at 12.5 µM. 360,000 tested, 0.38% active. Purified CSN, SCF-Nedd8-OG deneddylation, fluorescence polarization;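 active = pattern-corrected inhibition above about 35%, with an unprinted fluorescence ratio check between 0.5 and 1.5, limit read from the data, passing the limit was not always enough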;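 note: 0% = enzyme with substrate and 100% = substrate without enzyme; some results filed as inactive read as strong as hits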
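Assay system: HEK293T-derived human Csn5 enzyme; quantity: 0.24 nM enzyme; medium: Tris/NaCl/DTT buffer, pH 7.5; also added: substrate SCFSkp2-Nedd8OG, 10 nM; doses: 12.5 µM compound; schedule: 90 min reaction at room temperature; signal: FP; read-out: % inhibition of substrate cleavage by Csn5; benchmarks: substrate-only high control, full reaction low control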
SUMO1 PPI mod: SUMO1-SIM interaction modulation; inhibition, % at 20 µM; P63165; 360,000 tested, 0.33% active; AID 602429; SUMO1 binding to a labelled peptide, TR-FRET, 1 h; in the data active = inhibition above about 37%
Target sequence (P63165 whole entry, looked up): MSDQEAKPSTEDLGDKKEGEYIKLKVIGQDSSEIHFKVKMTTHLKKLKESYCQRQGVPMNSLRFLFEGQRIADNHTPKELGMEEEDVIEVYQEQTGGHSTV
LMPTP inh: blocks human LMPTP phosphatase | P24666 | recombinant LMPTP-A, OMFP fluorogenic substrate, fluorescence intensity | inhibition, % at 20 µM | 360,000 tested, 0.22% active | AID 651560;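 active = compounds that cut the enzyme signal by at least half of the control window in the single-dose screen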;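 note: plate controls were DMSO wells with enzyme plus substrate for no effect and substrate without enzyme for full effect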
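Test system – LMPTP-A enzyme · Amount – LMPTP-A at 0.625 nM final in the reaction · Buffer or medium – Bis-Tris pH 6.0, DTT, detergent · Reagent – OMFP 400 µM · Doses – single 20 µM dose · Schedule – reaction 50 min, room temperature, dark · Detection – fluorescence intensity of OMFP turnover product · Evaluation – percent inhibition versus substrate-only and uninhibited controls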
Scp-1 inhibitor: inhibitors of human Scp-1 phosphatase; 340,000 tested, 0.88% active; inhibition, % at 20 µM; Q9GZU7; Recombinant Scp1, phosphopeptide, malachite green phosphate absorbance;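 active = inhibition above about 50% at 20 µM, limit read from the data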;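 note: plate controls were DMSO wells with enzyme for no effect and wells lacking enzyme for full effect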
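assay system = SCP-1 phosphatase catalytic domain, residues 76-261 | buffer or medium = 50 mM Tris acetate pH 5.5, 0.005% Tween-20, 10 mM MgCl2 | incubation = enzyme reaction 45 min at room temperature, colour 5 min, stabilisation 30 min | signal = Phosphate-binding colour reagent, absorbance read at 630 nm | measure = % inhibition at 20 µM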
DNMT1 inh: DNMT1 (human) enzyme inhibition | 360,000 tested, 0.83% active | P26358 | DNMT1 molecular beacon, Hinp1I cleavage, fluorescence | inhibition (reported as % activation of signal), % at 10 µM | AID 588458; in the data active = inhibition above about 50%
NadD inh: NadD (S. aureus) enzyme inhibition; purified NadD enzyme, colorimetric absorbance read-out; inhibition, % at 20 µM; 360,000 tested, 0.78% active; in the data active = inhibition above about 26%; note: some compounds past the cut are filed as inactive
PABP1 MLLE inh: inhibitors of microRNA-mediated deadenylation, human PABP1 MLLE binding. P11940. GST-MLLE / FITC-PAM2 fluorescence polarization. inhibition, % at 20 µM. 360,000 tested, 0.36% active. AID 588489; in the data active = inhibition above about 35%, passing the limit was not always enough;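 note: plate controls were DMSO wells with GST-MLLE for no effect and wells lacking GST-MLLE protein for full effect; some results filed as inactive read as strong as hits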
Target sequence (P11940 whole entry, looked up): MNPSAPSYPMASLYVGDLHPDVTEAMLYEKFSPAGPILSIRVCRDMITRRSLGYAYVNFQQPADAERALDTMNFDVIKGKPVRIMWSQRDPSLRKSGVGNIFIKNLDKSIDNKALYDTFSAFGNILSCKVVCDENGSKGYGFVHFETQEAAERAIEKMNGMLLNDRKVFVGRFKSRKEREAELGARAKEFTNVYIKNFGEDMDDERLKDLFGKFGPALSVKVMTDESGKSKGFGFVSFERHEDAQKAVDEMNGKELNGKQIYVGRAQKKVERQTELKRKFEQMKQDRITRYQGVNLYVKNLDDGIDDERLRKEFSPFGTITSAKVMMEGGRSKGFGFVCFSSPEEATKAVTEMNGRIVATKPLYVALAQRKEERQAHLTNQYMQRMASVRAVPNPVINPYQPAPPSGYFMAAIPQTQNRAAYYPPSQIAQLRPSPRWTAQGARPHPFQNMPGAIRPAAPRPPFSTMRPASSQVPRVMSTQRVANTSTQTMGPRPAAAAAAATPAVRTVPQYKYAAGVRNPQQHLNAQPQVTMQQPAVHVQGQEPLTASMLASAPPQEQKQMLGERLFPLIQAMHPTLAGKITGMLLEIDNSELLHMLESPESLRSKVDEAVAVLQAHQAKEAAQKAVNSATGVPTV
TbMetRS inhib: Trypanosoma brucei MetRS inhibition | 360,000 tested, 0.4% active | purified T. brucei MetRS, ATP depletion, Kinase-Glo luminescence | inhibition, % at 11.9 µM | AID 624268;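 active = inhibition above a per-plate cutoff of the control wells' mean inhibition plus 3 SD, cut at about 5.5% in these data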;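 note: 0% = DMSO wells median and 100% = median of wells with control inhibitor compound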
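Assay system: T. brucei methionyl-tRNA synthetase, purified | Medium: HEPES buffer with MgCl2, KCl, DTT, spermine, BSA, pyrophosphatase | Compound: 11.9 µM single point | Incubation: 15 min enzyme-compound preincubation, 2 h reaction, 10 min detection, 25 °C | Measured by: Kinase-Glo luciferase luminescence reporting remaining unconsumed ATP | Measure: % inhibition normalized to control-well medians | Replication: Singlicate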
STEP block: inhibitors of human striatal-enriched phosphatase STEP; recombinant STEP, OMFP fluorogenic substrate, fluorescence; inhibition, % at 20 µM; 360,000 tested, 0.25% active; AID 588621;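 active = inhibition at 20 µM, scaled per plate between control wells, above about 37%, limit read from the data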;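 note: 0% = DMSO with enzyme and substrate and 100% = substrate only without enzyme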
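Measure: Control-normalized % inhibition with plate pattern correction | Test system: STEP phosphatase, cell-free reaction | Medium: pH 6.0 Bis-Tris with DTT and Tween 20 | Technique: Fluorescence, 480/540 nm | Times: Reaction 20 min, ambient temperature | Doses: Single compound dose of 20 µM, 1% DMSO final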
* = called active by the depositor; i = inactive; · = not tested or not shown. This is a random part of the collection; overall some 3.6% were active at least once.

SMILES	Rpn11 block	CSN deneddyl inh	SUMO1 PPI mod	LMPTP inh	Scp-1 inhibitor	DNMT1 inh	NadD inh	PABP1 MLLE inh	TbMetRS inhib	STEP block
COc1ccccc1N1C(=O)c2ccccc2NC1c1cc(OC)c(OC)c(OC)c1 (stereo not drawn)	i	0	-2	0.9	-3	1	6	1	-1.8	3
CCCn1nc([N+](=O)[O-])c(C(C#N)c2nc3ccccc3o2)c(Cl)c1=O (stereo not drawn)	i	-16	-18	5.8	-7	-27	5	-94	-0.9	5
COc1ccc(-c2cc(CS(=O)(=O)c3ccccc3)on2)cc1	i	-5	1	-0.4	-1	-4	-12	0	0.6	0
O=C(O)c1ccc(/C=N/N2CCN(Cc3cccc4ccccc34)CC2)cc1	i	-5	-1	1.2	9	-1	9	12	0.1	0
CCCn1c(N)c(C(=O)COC(=O)COc2ccc(Cl)c(C)c2)c(=O)n(C)c1=O	i	-1	0	0.9	-8	1	-7	11	-0.1	-2
Cc1ccc(N(CC(O)COCc2ccco2)S(=O)(=O)c2ccc(C)cc2)cc1 (stereo not drawn)	i	7	3	0.1	38	19	8	3	0.0	5
CN(C)C(CNC(=O)c1ccc(-c2ccccc2)cc1)c1ccccc1 (stereo not drawn)	i	-1	5	1.0	-1	-4	-13	-2	-0.9	0
CC(=O)c1ccc(-n2cc(-c3ccc(C(C)(C)C)cc3)[n+]3c2SCCC3)cc1	i	5	-4	0.8	7	3	7	-2	0.1	0
COc1cc(CNc2ccc3[nH]c(=O)[nH]c3c2)cc(Br)c1OCc1ccc(F)cc1	i	-3	13	0.3	-3	-6	-4	1	-0.7	1
Cc1cc(=S)cc(C)n1CCO	i	6	2	-1.5	-4	0	1	39	-0.1	-2
CCNc1c(NS(=O)(=O)c2ccc(Br)s2)c(=O)oc2ccccc12	i	8	5	-0.3	-5	1	-4	-20	0.3	0
CCCC[C@@H]1CNC(=O)C(=O)N1CCCc1cc(OC)c(OC)c(OC)c1	i	0	4	0.3	2	-23	2	13	-0.5	-2
O=C(COC(=O)Cn1cnc2ccccc21)NCCC1=CCCCC1	i	4	13	1.0	-4	-1	-3	2	0.1	-5
Cc1ccc(S(=O)(=O)N2CCCC2CNC(=O)C(=O)NCCN2CCOCC2)cc1 (stereo not drawn)	i	4	2	-2.2	-5	1	1	15	-0.3	0
CC(C)CNC(=O)COc1ccc2c3c(c(=O)oc2c1)CCC3	i	0	5	0.4	-3	-1	4	-47	-0.8	1
Cc1ccccc1OCc1nnc(SCC(=O)Nc2ccc3nc(SCC(=O)NC(C)(C)C)sc3c2)n1C	i	5	0	-2.7	1	-8	13	-8	-1.0	0
CCOc1ccc(NC(=O)CN(C)c2ccc(S(=O)(=O)N3CCOCC3)cn2)cc1OCC	i	-6	-2	1.1	-2	4	0	-6	-0.5	-4
Cc1ccc(S(=O)(=O)Nc2cccc(-n3cnnn3)c2)cc1C	i	1	-7	-0.6	14	-1	7	4	-0.1	-1
CCN1CCCC1CNc1ncnc2c1[nH]c1ccc(F)cc12 (stereo not drawn)	i	2	5	0.2	-4	0	-11	-29	30*	-3
COC(=O)c1sccc1NC(=O)Nc1ccc(OC)c(OC)c1	i	3	10	0.9	-2	2	0	-1	-0.1	-2
Cc1ccc2nc(/C(C#N)=C\c3ccc(Oc4ccc([N+](=O)[O-])cn4)cc3)[nH]c2c1	i	-5	-13	0.2	11	54*	36*	-67	-1.2	1
COC(=O)C1(C)Nc2ccccc2C(=O)N1c1ccccc1C (stereo not drawn)	i	-3	-2	-0.7	3	8	-2	-7	4.1	-4
Cc1ccc(NC(=O)c2ccc(Br)o2)cc1S(=O)(=O)N(C)C	i	-4	5	0.7	-2	-9	0	-13	-0.2	-2
CCSCc1nnc(SCC(=O)Nc2nc3ccccc3s2)n1C	i	0	1	-2.3	19	3	0	-113	-0.7	-4
c1csc(-c2nnc(Cc3cccc4ccccc34)o2)c1	i	-1	1	0.8	-2	-3	-5	-2	-0.1	4
Remaining list, next part
SMILES	Rpn11 block	CSN deneddyl inh	SUMO1 PPI mod	LMPTP inh	Scp-1 inhibitor	DNMT1 inh	NadD inh	PABP1 MLLE inh	TbMetRS inhib	STEP block
CCOC(=O)N1CCN(C(=O)c2ccccc2N(C)S(C)(=O)=O)CC1	i	1	-1	0.6	-1	5	-3	8	-0.8	0
Clc1ccc(/C=N/Nc2nn[nH]n2)cc1	i	3	-5	-0.9	-12	6	-3	10	-1.5	0
CCN(CC)CCCN1C(=O)C(O)=C(C(=O)c2sc(C)nc2C)C1c1ccco1 (stereo not drawn)	i	-1	-5	-0.8	-3	1	0	4	0.2	3
CC1NC(=O)NC1CCCCCC(=O)Nc1ccc(F)c(Cl)c1 (stereo not drawn)	i	9	0	-1.4	0	-3	-9	4	0.1	1
CC(C)Cc1cc(CN2CCC(CO)(Cc3ccccc3)CC2)[nH]n1	i	3	-1	-2.0	-7	0	-8	17	-0.4	-4
COc1ccc(C(=O)N2CCC2)cc1S(=O)(=O)NCc1ccc(Cl)cc1	i	0	-2	-3.1	-5	0	4	10	-0.1	0
CC(=O)c1c(C)n([O-])c2ccccc2[n+]1=O	i	-1	-13	-0.9	-2	5	4	15	0.2	1
Cc1ccc(/C=C2/Sc3ccc(C(=O)N4CCN(c5ccccn5)CC4)cc3NC2=O)cc1	i	14	-5	6.9	6	-5	26	-34	0.1	0
CCC1C(=O)N=C(SCC(=O)NC2CCCCC2)NC1=O (stereo not drawn)	i	-1	0	-1.7	1	3	1	16	-0.5	2
CC(=O)NCCC(=O)Nc1cc(S(=O)(=O)N2CCCCC2)ccc1Oc1ccccc1	i	1	2	-0.5	6	-1	0	-13	-1.1	0
CCC1CCc2c(sc(NC(=O)c3cccnc3)c2C(N)=O)C1 (stereo not drawn)	i	7	4	-0.4	-13	3	6	4	2.3	2
Cc1c(Br)c(C(F)(F)F)nn1CC(=O)NCc1ccccc1	i	-3	3	0.6	-8	3	2	-7	0.1	1
CCOc1ccccc1NC(=O)C(CC(C)C)NC(=O)C1CCCCC1 (stereo not drawn)	i	0	4	-1.1	-1	3	-2	4	0.0	-1
CC1CCCCN1S(=O)(=O)c1ccc(NC(=O)c2cccc(-n3cnnn3)c2)cc1 (stereo not drawn)	i	-3	4	0.9	-8	-8	1	3	-0.1	0
COc1ccc(/C=C2/SC(=O)N(CC(O)Cn3c4ccccc4c4ccccc43)C2=O)cc1 (stereo not drawn)	i	3	0	1.2	19	-4	19	11	-0.1	0
COc1cc2oc(=O)cc(-c3ccc(-c4ccc(C#N)cc4)cc3)c2c(OC)c1OC	i	-5	-18	0.8	-4	-4	-1	-11	-2.9	-2
COc1ccccc1C(c1nnnn1C(C)C)N1CCN(C(=O)c2ccco2)CC1 (stereo not drawn)	i	4	1	-0.6	-5	3	-1	-19	0.2	-1
CCC1(C(=O)c2ccc(Cl)cc2)C2c3ccccc3OC(=O)C21C(=O)Nc1ccccc1 (stereo not drawn)	i	-5	4	2.6	1	3	6	-4	-0.6	2
O=C(NCc1ccco1)c1ccc([N+](=O)[O-])cc1Cl	i	0	-31	-1.2	-6	1	-1	7	0.0	0
Cc1cc2c(N3CCCCC3C)ncnc2s1 (stereo not drawn)	i	2	2	0.2	-1	3	17	1	-1.0	3
CCCc1cc(=O)[nH]c(SCC(=O)Nc2ccc(OCc3ccccc3)cc2)n1	i	-2	3	-1.8	-5	35	14	2	-0.3	0
CCCCOCCCNC(=O)C[C@@H]1C[C@@]2(C(=O)OCC)CCCC=C2N(CCc2ccc(OC)c(OC)c2)C1=O	·	2	-3	0.1	·	·	·	·	-0.4	·
O=C(c1ccc(Br)s1)N1CCCC1	i	2	0	-0.5	-4	-2	-2	7	0.0	-3
CC(=O)c1ccc(Nc2nc(C(N)c3ccccc3)cs2)cc1 (stereo not drawn)	i	-3	-6	3.8	·	80*	3	12	-0.2	-2
Cc1cc(=O)n2nc(N3CCCC(C(=O)NCc4ccccc4Br)C3)sc2n1 (stereo not drawn)	i	-4	0	-1.1	1	0	-2	11	-0.2	0
Other entries follow:
SMILES	Rpn11 block	CSN deneddyl inh	SUMO1 PPI mod	LMPTP inh	Scp-1 inhibitor	DNMT1 inh	NadD inh	PABP1 MLLE inh	TbMetRS inhib	STEP block
O=C(Cc1cccnc1)N[C@@H]1CC[C@H](CCn2cc(Cc3ccccc3)nn2)O[C@@H]1CO	·	0	0	-1.8	·	·	·	·	-0.9	·
O=C(C[n+]1ccccc1)N/N=C/c1ccc(O)cc1	i	-9	4	0.6	-5	-2	1	12	0.1	-1
CC(C)[C@H](NC(=O)[C@H](Cc1ccccc1)n1c(=O)[nH]c2ccccc2c1=O)C(=O)N1CCC[C@H]1C(=O)O	i	4	0	-0.9	12	2	-2	11	-0.8	-2
CC(C)c1ccc(NC(=S)NC2CCCCCC2)cc1	i	-8	1	1.8	1	1	7	-80	0.2	2
Cc1ccc(C(=O)Nc2ccc(N3CCOCC3)cc2N2CCOCC2)cc1	i	2	0	-1.7	-14	1	-6	-12	-0.6	0
COc1ccc(NC(=O)Nc2ccc3c(c2)C(=O)N([C@H](C)CO)C[C@H](C)[C@@H](CN(C)C(=O)NC(C)C)O3)cc1	i	-1	5	-0.6	-2	9	-6	3	-0.2	-1
CCNC(=O)c1cc2c(=O)n3cccc(C)c3nc2n(Cc2ccc(C)cc2)c1=N	i	-6	-18	3.8	13	4	4	2	-1.4	2
Cc1cc(C)n2nc(SC(C)C(=O)N3CCOCC3)nc2n1 (stereo not drawn)	i	4	3	-1.2	-5	0	0	26	0.0	0
Cc1ccccc1-c1nn(-c2ccccc2)cc1C(=O)NCC(c1ccco1)N1CCCC1 (stereo not drawn)	i	3	2	-0.2	-7	-3	-2	11	-0.3	-1

Source: PubChem BioAssay (several laboratories)
